# G9a inh: blocks human histone lysine methyltransferase G9a | Potency, µM (titrated, usually from 102 µM), for the others: at the top dose activity, negative = inhibition, most hits filed as inhibitors | Q96KQ7 | 8.8% of 350,000 active | AID 504332 | G9a H3K9 monomethylation, AlphaScreen, 2 h; also: potency is read from the fitted curve at half-maximal effect; % is scaled to controls: 0 for no effect and ±100 for the full control effect; nearly all actives have a fitted effect of over 75% in size
#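 Quantitative HTS format: methyltransferase activity on a biotin-tagged H3K9 peptide is measured by AlphaScreen, using a rabbit anti-monomethyl-H3K9 antibody with streptavidin donor and anti-IgG acceptor beads. Final levels are 20 nM enzyme, 500 nM peptide, 20 uM SAM; 2 h RT.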
# GLS inhibitor: blocks human kidney-isoform glutaminase activity | GLS enzymatic activity, qHTS titration | AID 624170 | Potency, µM (titrated, usually from 45.5 µM), for the others: at the highest dose activity change, negative = inhibition, hits mostly inhibitors | 0.21% of 410,000 active | O94925; also: potency is read from the fitted curve at half-maximal effect; % is scaled to controls: 0 for no effect and ±100 for the full control effect
#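 hKGA; 45 mM KH2PO4 pH 8.2 + 0.02% Tween-20; cpd via pin tool; 1 mM Gln soln; GluOx/HRP/Amplex Red; RT 30 min; fluor. t0 & final.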
# JMJD2A Tudor: blocks the human JMJD2A Tudor domain. 4.4% of 390,000 active. Potency, µM (highest dose often 114 µM), for inactives: at the highest dose activity change, negative = inhibition, usual class: inhibitors. AID 504339. O75164. AlphaScreen JMJD2A-Tudor / H3K4me3 peptide binding; also: potency is read from the fitted curve at half-maximal effect; % is scaled to controls: 0 for no effect and ±100 for the full control effect; nearly all actives have a fitted effect of over 50% in size
# Target sequence (O75164 whole entry, looked up, the tested form may be a part): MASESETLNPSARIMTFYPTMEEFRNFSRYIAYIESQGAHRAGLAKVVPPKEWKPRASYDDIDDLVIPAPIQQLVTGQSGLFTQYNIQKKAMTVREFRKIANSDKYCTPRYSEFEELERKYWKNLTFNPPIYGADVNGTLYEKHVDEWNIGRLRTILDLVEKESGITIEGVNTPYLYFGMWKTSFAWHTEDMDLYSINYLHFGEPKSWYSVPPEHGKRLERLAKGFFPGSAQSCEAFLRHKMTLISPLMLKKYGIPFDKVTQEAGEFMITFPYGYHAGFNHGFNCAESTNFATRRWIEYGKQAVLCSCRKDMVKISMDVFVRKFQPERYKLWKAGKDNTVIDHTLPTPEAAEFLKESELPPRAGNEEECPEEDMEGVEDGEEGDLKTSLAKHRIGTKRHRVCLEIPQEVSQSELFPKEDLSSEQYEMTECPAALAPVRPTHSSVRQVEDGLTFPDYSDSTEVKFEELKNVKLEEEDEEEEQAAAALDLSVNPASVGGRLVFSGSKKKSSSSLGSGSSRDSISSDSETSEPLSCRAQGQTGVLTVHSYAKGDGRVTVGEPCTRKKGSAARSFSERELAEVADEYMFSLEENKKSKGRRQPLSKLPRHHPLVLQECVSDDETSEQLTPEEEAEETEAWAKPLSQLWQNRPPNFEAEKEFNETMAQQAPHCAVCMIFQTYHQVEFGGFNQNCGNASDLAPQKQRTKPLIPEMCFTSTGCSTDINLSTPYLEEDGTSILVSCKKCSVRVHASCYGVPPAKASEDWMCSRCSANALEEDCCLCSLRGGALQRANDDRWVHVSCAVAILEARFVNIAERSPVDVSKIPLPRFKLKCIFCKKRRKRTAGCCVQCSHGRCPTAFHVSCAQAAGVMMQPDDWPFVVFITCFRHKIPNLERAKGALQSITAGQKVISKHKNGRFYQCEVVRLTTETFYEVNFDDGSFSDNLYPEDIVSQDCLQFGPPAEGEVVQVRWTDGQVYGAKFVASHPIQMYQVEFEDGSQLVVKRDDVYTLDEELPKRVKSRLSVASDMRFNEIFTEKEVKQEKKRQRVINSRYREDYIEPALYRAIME
# Pin1 inh: inhibitors of human Pin1 | Pin1 FP peptide displacement, HiFluor488, 10 min | Potency, µM (doses to about 115 µM), inactives show top-dose activity, negative = inhibition, usual class: inhibitors | 0.009% of 390,000 active; active = well fitted inhibition curve with a large enough effect in the polarisation, with a control signal flat, not every such curve was filed as active; inconclusive = small, poorly fitted or top-dose-only effect, or effect the other way, or a change in a side signal; inactive = no such curve, though single readings can be large or run the other way; the % refers to the polarisation; also: potency is read from the fitted curve at half-maximal effect; % is scaled to controls: 0 for no effect and ±100 for the full control effect
# PI4K2A inh: PI4K2A (human) kinase inhibition; Q9BTU6; purified PI4K2A, ADP-Glo luminescence, 1 h; hits give low values; AID 1346378; 0.13% of 420,000 active; activity change, negative = inhibition, % at 76.9 µM; in the data active = activity change below about -50%; inconclusive = mostly about -30% to -49%;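 also: -100% = wells without enzyme as full effect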
#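 ADP-Glo luminescence measured ADP generated by PI4K2A enzyme (4 ug/mL before mixing) with 1.2 mM PI substrate (pre-mix) and 300 microM ATP (pre-mix). Tris pH7.5 buffer with MgCl2, Triton X-100; 1 h reaction at ambient temperature.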
# HP1b binding inh: inhibitors of HP1-beta chromodomain binding to methylated histone tails | AID 540317 | P83916 | AlphaScreen HP1-beta / biotin-H3K9me3 peptide binding | Potency, µM (series often up to 114 µM), for inactives: at the highest dose activity change, negative = inhibition, actives largely listed as inhibitors | 0.56% of 390,000 active; also: potency is read from the fitted curve at half-maximal effect; nearly all actives have a fitted effect of over 70% in size; inactives centre near 23
#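 HP1-beta protein (50 nM final) preincubated 30 min at room temperature with biotinylated H3(1-18)K9me3 peptide (50 nM) in PBS pH 7.4, 0.01% Tween-20, then compound added for 30 min. AlphaScreen streptavidin donor/nickel chelate acceptor beads (10 ug/mL final), 30 min dark, luminescence read.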
# PGK inhibitor: blocks T. brucei phosphoglycerate kinase. Potency, µM (highest dose often 57.5 µM), without a hit: at the highest dose activity change, negative = inhibition, hits mostly inhibitors. 0.043% of 380,000 active. P07378. PGK/GAPDH coupled, Kinase-Glo luminescence, 60 min; also: potency is read from the fitted curve at half-maximal effect; % is scaled to controls: 0 for no effect and ±100 for the full control effect; nearly all actives have a fitted effect of over 60% in size
#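 Luminescent ATP detection (Kinase-Glo Plus) follows a 60-minute room-temperature incubation, with wells lacking PGK as controls. Buffer: 100 mM TEA (pH 7.6), 5 mM MgCl2, 0.01% Tween-20. Coupling enzyme GAPDH (100 nM final) supplies unstable 1,3-BPG in-well.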
# ERG-DNA inh: inhibitors of human ERG Ets domain-DNA interaction. Potency, µM (top dose mostly 76.9 µM), for inactives: top-dose FP activity, negative = inhibition, usual class: inhibitors. P11308. fluorescence polarization, His-ERG Ets domain / labelled DNA. 0.028% of 370,000 active; active = well fitted inhibition curve with a large enough effect in the polarisation, with a control signal flat; inconclusive = small, poorly fitted or top-dose-only effect, or effect the other way, or a change in a side signal; inactive = no such curve, though single readings can be large or run the other way; the % refers to the polarisation;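 also: polarization taken with two DNA probes labelled with fluorescein and Texas red; potency is read from the fitted curve at half-maximal effect; % of control where 0% means no effect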
#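 His-tagged ERG Ets domain (1 uM in the protein solution; 300mM KCl, 50mM Tris-HCl, 1mM EDTA, 1mM DTT, pH 7.5) received compound, then a probe mix of 5 nM fluorescein-DNA and 100nM Texas-615-DNA. Fluorescence polarization was read for both dyes.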
# BAZ2B inh: inhibitors of human BAZ2B bromodomain; AlphaScreen BAZ2B-H3K14Ac peptide displacement; Potency, µM (doses to about 114 µM), for the others: top-dose activity change, negative = inhibition, most hits filed as inhibitors; 4.4% of 360,000 active; AID 504333; also: potency is read from the fitted curve at half-maximal effect; % is scaled to controls: 0 for no effect and ±100 for the full control effect; nearly all actives have a fitted effect of over 60% in size
#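 Complex of BAZ2B and biotin-H3K14Ac (50 nM apiece) forms over 30 min at RT, then faces library compounds up to 110 uM for another 30 min; AlphaScreen beads added, 20 min dark incubation, luminescence read.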
# An asterisk follows results filed as active; i = inactive; ? = inconclusive; . = not tested or not shown; & = joins results of further samples; [ ] = dose if it differs, or a comment. Unless noted, calls follow the shape of the dose curve; as a rule, active = well fitted curve in the direction sought with a large enough effect; inconclusive = small, poorly fitted or top-dose-only effect, or another doubt; inactive = no such curve, though single readings can be large; an effect the other way counts as inactive or inconclusive.
SMILES,G9a inh,GLS inhibitor,JMJD2A Tudor,Pin1 inh,PI4K2A inh,HP1b binding inh,PGK inhibitor,ERG-DNA inh,BAZ2B inh
COc1ccccc1-c1nnc(C2CCN(S(=O)(=O)c3ccccc3)CC2)o1,?,0%,-8%,4%,2,46%[activator],i,-1%,-14%
O=[N+]([O-])c1ccc(/C=N/n2c(-c3cccnc3)n[nH]c2=S)cc1,-127%,-9%,8.9µM*,-1%,-6,-1%,i,4%,3%
CC(=O)N/C(=C/c1ccc(OS(=O)(=O)c2ccc(C)cc2)cc1)C(=O)NCCCO,.,1%,4%,-2%,3,34%,-1%,5%,1%
CCN(CC)C(=O)CSc1nnc(-c2cccnc2)n1CCc1ccccc1,-30%[0.0925 µM],4%,-4%,-2%,4,24%,-6%,-14%,2%
CN(Cc1ccco1)C(=O)C1CCC(=O)N(CCc2cccc(F)c2)C1 (stereo not drawn),-22%,6%,-11%,-13%,-2,17%,-5%,14%,?
O=c1c(Cl)c(NCc2ccccc2Cl)cnn1C12CC3CC(CC(C3)C1)C2,-2%,7%,?,1%,8,1%,1%,.,-29%
CC(c1nc2ccccc2c(=O)[nH]1)N1CCOCC1 (stereo not drawn),39%[12.7 µM],5%,-19%,0%,3,-1%,0%,18%,-24%
CC(=O)c1c(C)[nH]c(C(=O)OCC(=O)Nc2c(C)n(C)n(-c3ccccc3)c2=O)c1C,-3%,-4%,-4%,-3%,1,19%,2%,-2%,?
CCOC(=O)c1cnc2ccc(C(=O)OC)cc2c1Nc1ccccc1CC,23%[59 µM],3%,8%,1%,-1,57%[activator],i,5%,47%[activator]
CCCCC#Cc1cncc(C(=O)NN)c1,43%[59 µM],-4%,-8%,0%,11,43%[activator],5%,1%,-1%
C/C(=N\NC(=O)c1cc(-c2cccs2)nc2ccccc12)c1ccccn1,-9%,1%,28µM*,3%,5,32%,-2%,-4%,5.6µM*
COc1cccc(-c2sc3ccc(OC)cc3c2-c2ccc(OCCN(C)C)cc2)c1,.,-1%,28µM*,3%,-2,?,-8%,14%,.
O=C(COc1ccc(Br)cc1)N(Cc1ccccc1)c1ccccn1,55%[activator][59 µM],13%,30%,-1%,-1,109%[activator],i,0%,26%
Cc1ccc(CNc2nc(C)cs2)cc1,-23%,?,?,1%,-23,6%,-12%,7%,?
CN1C[C@H]2CON(C)[C@H]2C[C@H]1c1cccc(N2CCOCC2)c1,.,28%,-12%,-3%,-1,65%[activator],-3%,4%,.
CC1CCC(NC(=O)CCS(=O)(=O)c2ccc3c(c2)NC(=O)C(C)S3)CC1 (stereo not drawn),21%,-1%,-6%,-10%,-2,35%[activator],-4%,9%,-12%[57.1 µM]
Cc1ccc(-n2c(=O)c3c4c(sc3n(CC(=O)c3ccc(Cl)cc3)c2=O)CCC4)cc1C,13%[59 µM],2%,-19%,0%,1,8%,5%,?,3%
Cc1onc(-c2ccccc2Cl)c1C(=O)Oc1ccc(Br)cc1,80%[activator][59 µM],15%,68%[activator],18%,-2,87%[activator],-4%,0%,69%[activator]
Cn1c(CC(=O)Nc2ccccc2F)nnc1SCC(=O)NC1CCCC1,8%,-9%,9%,-2%,0,18%,-8%,7%,0%
N=c1sccn1CC(=O)Nc1ccccc1-c1ccccc1,?,4%,-20%,4%,-3,26%,-5%,-1%,0%
CCOCCCNC(=O)c1cn(C)c(=O)c2cc(OC)c(OC)cc12,6%[59 µM],4%,-4%,-4%,2,13%,-13%,3%,-5%
Oc1ccc(C[C@H]2CNC(=S)N2CC2CCCN2C[C@H](Cc2ccc(O)cc2)N2C[C@H](Cc3ccc(O)cc3)N(CC3CCCCC3)C2=S)cc1 (stereo partly drawn),.,18%,-35%,18%,-1,28%,4%,9%,.
CCOC(=O)CNC(=O)CSc1nc(N)cc(N)n1,-2%[59 µM],23%,-10%,-2%,8,20%,7%,-7%,-1%
FC(F)(F)c1cccc(Nc2nc(N3CCCC3)nc(N3CCCC3)n2)c1,.,1%,-4%[57.1 µM],0%,3,50%[activator],15%,-19%,13%
O=C(O)COc1ccccc1C1C2C(=O)N(c3ccc(F)cc3)C(=O)C2ON1c1ccccc1 (stereo not drawn),1%[12.7 µM],-9%,-16%[11.4 µM],?,0,-6%,-1%,-2%,-28%
SMILES,G9a inh,GLS inhibitor,JMJD2A Tudor,Pin1 inh,PI4K2A inh,HP1b binding inh,PGK inhibitor,ERG-DNA inh,BAZ2B inh
COc1ccc(C)cc1S(=O)(=O)NC1CC1,.,-5%,3%,-1%,-3,43%[activator],i,1%,19%
Cc1c(Cl)cccc1NC(=S)NCCc1ccc(C(F)(F)F)cc1,83%[activator][59 µM],-4%,7%,-3%,13,43%[activator],9%,-4%,-14%
CCOc1ccc(Br)cc1S(=O)(=O)N1CC(C)OC(C)C1 (stereo not drawn),8%,-1%,6%,0%,-3,46%[activator],i,-2%,4%
CCn1cc(S(=O)(=O)c2ccc(Cl)cc2)c(=O)c2cc(F)c(N3CCOCC3)cc21,1%[59 µM],0%,-2%,-2%,3,26%,i,-3%,3%
O=C(Cn1cnc2c(oc3ccccc32)c1=O)c1ccccc1,-8%[59 µM],0%,-12%,1%,8,35%[activator],7%,0%,-27%
CCNC(=S)N(CCO)Cc1cc2cc3c(cc2[nH]c1=O)OCO3,-13%[0.501 µM],0%,-6%,-1%,-1,25%,-1%,?,?
O=C(Nc1ccccc1C(=O)Nc1ccccc1)c1ccccc1Br,.,-2%,-3%,0%,0,20%,-9%,0%,.
CCN(C(=O)c1cnc(N2CCN(c3ncccn3)CC2)c2ccccc12)c1cccc(Cl)c1,0%,-10%,-6%,-3%,9,48%,-8%,-12%,0%
CC(=O)Nc1cccc(Oc2ccc3c(c2)C(=O)N(CCC(=O)O)C3=O)c1,-21%[12.7 µM],-1%,-1%,-7%,-16,27%,i,-11%,9%
Cc1ccc(S(=O)(=O)NC(=O)c2ccccc2F)cc1,72%[activator],24%,-9%,-3%,-5,24%,i,4%,3%
Cc1cccc(Cl)c1NC(=O)N1CCCN(c2ncccc2[N+](=O)[O-])CC1,3%,-1%,-14%,-7%,-3,14%,-7%,-10%,-3%
Cc1ccc(S(=O)(=O)N2CCOCC2)cc1NC(=O)COC(=O)CNC(=O)c1ccccc1,-11%[59 µM],-10%,-3%,5%,3,-6%,-7%,2%,11%
CCc1ccccc1N(CC(=O)NC1CCCCC1)C(=O)CCCC(=O)Nc1ccccn1,26%,0%,13%,-2%,2,32%,8%,-1%,-18%
COc1cc(NC(=O)CS(=O)(=O)c2ccccc2)cc(OC)c1OC,?,-13%,3%,-2%,5,23%,i,-4%,-4%
COc1cc(SC)ccc1C(=O)Nc1nccs1,.,0%,-3%,-8%,-6,44%[activator],-4%,-2%,-6%
CC(=O)c1sc(NC(=O)CCN2C(=O)C3CC=CCC3C2=O)nc1-c1ccccc1 (stereo not drawn),-9%[2.33 µM],2%,-22%,-2%,-6,32%,i,12%,-6%
C=CCn1c(SCC(=O)NCc2ccc3c(c2)OCO3)nc2scc(-c3ccccc3)c2c1=O,3%[59 µM],7%,-12%,11%,-8,25%,4%,-8%,11%
S=C1NCN(Cc2ccco2)CN1Cc1ccco1,?,3%,-7%,0%,2,38%,-3%,2%,13%
O=C(CCC1CCCN(Cc2ccc(O)c(Cl)c2)C1)NCc1ccccc1F (stereo not drawn),-21%,1%,-4%,0%,-1,23%,8%,10%,-15%
CC[n+]1ccc(C(=O)NCc2ccccc2)cc1,6%,-2%,-5%,2%,-3,25%,5%,-5%,0%
Cc1ccc(CCNC(=O)C2CC(=O)N(CCc3ccccc3)C2)cc1 (stereo not drawn),30%&3%[59 µM],1%&7%,-10%&-10%,-14%&2%,-2&-2,36%&20%,-7%&1%,13%&-9%,-1%&1%
COc1ccc(CNC(=O)c2cc(Nc3ccccc3C)nc3ccccc23)cc1,-1%[59 µM],-1%,-12%,22%,4,55%[activator],3%,-3%,.
O=C1NC(=Nc2ccccc2)S/C1=C/c1cccnc1,-26%,4%,1%[57.1 µM],12%,3,30%,-8%,-7%,-33%
CCCCCC(O)(CCN1CCCCC1)c1ccccc1 (stereo not drawn),?,-2%,-3%,2%,1,14%,.,-5%,1%
CN(CC(=O)Nc1ccc(N2CCOCC2)cc1)Cc1c(O)ccc2ccccc12,0.5µM*,-23%,56µM*,-16%,-2,-1%,3%,-5%,?
O=C(Cc1ccc2c(c1)OCO2)NN=Cc1ccc([N+](=O)[O-])o1,.,-10%,-14%,1%,0,17%,-8%,3%,.
Cc1ccc(-n2c(SCC(=O)N3c4ccccc4Sc4ccccc43)nnc2-c2ccncc2)cc1,-5%[59 µM],3%,-19%,-3%,-3,1%,0%,2%,-27%
Nc1cc([N+](=O)[O-])ccc1N1C(=O)CCCC1=O,-15%,-19%,?,2%,8,8%,-5%,-2%,24%
COc1ccccc1OC(C)C(=O)Nc1c(C(=O)c2ccc(Cl)cc2)oc2ccccc12 (stereo not drawn),12%[59 µM],3%,6%,-15%,-3,42%[activator],-7%,0%,-1%
COc1ccccc1-c1nc(=S)c(C(C)=O)c(C)[nH]1,.,5%,-22%,0%,-5,33%[activator],2%,9%,-10%

# Screening results from PubChem BioAssay.
